# NOD1 NF-kB reporter = NOD1 signaling inhibitors, primary screen, cell-based, luminescence, uHTS (AID 1578); NOD1-driven NF-kB luciferase reporter cells, luminescence; higher % means a stronger effect; inhibition, % at 4 µM; hits with a dose series show EC50 in µM; 1% of 290,000 active; in the data active means inhibition mostly above about 36%, no sharp cut-off; inactive means mostly below about 34%;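 further: HEK-293T reporter cells stimulated with the NOD1 agonist gamma-tri-DAP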
# CSM14.1 death rescue = rescue of cells from ER stress-induced death, primary screen, 384-well, CSM14.1, thapsigargin, ATP luminescence (AID 1222); CSM14.1 thapsigargin-induced death rescue, ATP luminescence; higher % means a stronger effect; one-dose cellular ATP content (survival), % at 20 µM; EC50 in µM for titrated hits; 190,000 tested, under 10 active;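 active means EC50 below 50 µM in the dose-response confirmation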;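 further: death triggered by thapsigargin at about 15 µM added after 2 h compound pretreatment; cell ATP read after overnight thapsigargin exposure of roughly 18 to 22 hours; normalized against plate controls of thapsigargin alone and 5% DMSO vehicle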
# Yfh1-off respiration = enhancers of respiration in Yfh1-depleted yeast, dose response, Friedreich's ataxia, plus single-dose screen (AID 1465); S. cerevisiae Yfh1-off respiration, WST-1 reduction, 72 h; higher fold induction means a stronger effect; fold induction at 50 µM; hits with a dose series show EC50 in µM; 0.074% of 220,000 active;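 active means fold induction of absorbance versus untreated yeast above a set limit, then at least 30% activation at any dose in follow-up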;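 further: activators that raise dye reduction in frataxin-depleted yeast; strong numbers were not always called active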
# NOD2 inhibition = NOD2 signaling inhibitors, cell-based, luminescence, uHTS, HEK293 (AID 1566) | HEK293 NOD2/NF-kB luciferase reporter, luminescence; higher % means a stronger effect | one-dose inhibition, % at 4 µM; EC50 in µM for titrated hits | 0.63% of 290,000 active; further: many of its hits are not listed in these tables
# TNAP activation fold = human TNAP enzyme activators, primary screen, biochemical, luminescent, no phosphate acceptor, uHTS (AID 1001); Alkaline phosphatase, tissue-nonspecific isozyme (Homo sapiens); purified TNAP, luminescent activation assay, no phosphate acceptor; higher activation fold means a stronger effect; one-dose activation fold at 20 µM; EC50 in µM for titrated hits; 0.03% of 200,000 active; in the data active means activation fold from about 3, or a potency from the dose series; inactive means the rest, 99 in 100 with activation fold below about 1.6; further: many of its hits are not listed in these tables
# GPR55 activation = GPR55 agonists via beta-arrestin recruitment, primary screen, imaging, U2OS cells, beta-arrestin-GFP redistribution (AID 1961) | G-protein coupled receptor 55 (Homo sapiens) | U2OS GPR55 beta-arrestin-GFP redistribution imaging; higher % means a stronger effect | one-dose activation, % at 10 µM; EC50 in µM for titrated hits | 0.048% of 290,000 active;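 active means activation above 40% with more than 50 cells counted in the well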;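 further: U2OS osteosarcoma cells stably expressing GPR55 and beta-arrestin-GFP; plate controls were DMSO negative control for no effect and LPI positive control for full effect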
# KOR beta-arrestin-1 = KOR agonists, beta-arrestin recruitment, primary screen, cell-based, luminescence, uHTS (AID 1777); activation, % at 10 µM; hits with a dose series show EC50 in µM; Kappa-type opioid receptor (Homo sapiens); KOR beta-arrestin recruitment, luminescence; higher % means a stronger effect; 0.02% of 280,000 active; in the data active means activation above about 50%, passing the limit was not always enough; further: a part of the inactive calls stands beside numbers as strong as those of hits
# NTR1 agonist = agonists of NTR1, primary screen, imaging, U2OS cells, beta-arrestin-GFP, high content (AID 493036) | Neurotensin receptor type 1 (Homo sapiens), P30989 | NTR1-U2OS beta-arrestin-GFP spot imaging, agonist mode | activation, % at 20 µM | 0.17% of 330,000 active;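 active means activation at or above 40% of the spot to cytoplasm intensity ratio, with at least 20 cells analyzed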;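 further: 0% = DMSO without peptide and 100% = 100 nM NTR1 peptide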
# Target sequence (P30989 whole entry, looked up): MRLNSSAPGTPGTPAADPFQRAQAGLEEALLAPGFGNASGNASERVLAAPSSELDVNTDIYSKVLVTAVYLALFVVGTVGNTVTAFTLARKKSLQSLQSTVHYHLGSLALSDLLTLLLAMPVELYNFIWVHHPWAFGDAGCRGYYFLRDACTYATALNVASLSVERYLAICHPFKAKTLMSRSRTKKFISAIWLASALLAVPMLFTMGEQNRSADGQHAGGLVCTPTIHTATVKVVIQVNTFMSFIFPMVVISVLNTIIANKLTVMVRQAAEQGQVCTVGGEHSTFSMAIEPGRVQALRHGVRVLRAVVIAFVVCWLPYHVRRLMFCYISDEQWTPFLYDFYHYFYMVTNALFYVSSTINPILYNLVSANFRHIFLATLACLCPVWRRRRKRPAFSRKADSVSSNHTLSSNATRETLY
# KOR beta-arrestin-2 = KOR antagonists, beta-arrestin recruitment, cell-based, luminescence, uHTS (AID 1778); 0.091% of 290,000 active; KOR beta-arrestin recruitment, luminescence, antagonist mode; higher % means a stronger effect; inhibition, % at 10 µM; hits with a dose series show IC50 in µM; further: strong numbers were not always called active
# NTR1 agonist cell count 20 µM = second read-out of NTR1 agonist, no call of its own (marks repeat the call); cell count; measured here: cell count, cytotoxicity flag
# Active calls of the source: *; i = inactive; nt = not tested or not shown; [ ] = another dose, or the depositor's remark. Unless noted, no stated cut-off is given here; in the data, active means inhibition above about 50%; inactive means the rest.
SMILES,NOD1 NF-kB reporter,CSM14.1 death rescue,Yfh1-off respiration,NOD2 inhibition,TNAP activation fold,GPR55 activation,KOR beta-arrestin-1,NTR1 agonist,NTR1 agonist cell count 20 µM,KOR beta-arrestin-2
Cc1ccc(Nc2nc(C)cc(C)c2C(N)=O)c(C)c1,-12%,nt,nt,4%,nt,-0.1%,-3.1%,0.1,56,25%
C/C(=N\NC(=O)Cc1ccc(F)cc1)c1ccc(F)cc1,-2%,0.1%,i,4%,1.1,0.2%,1.8%,4.8,38,-15%
CCOc1ccccc1NC(=O)CSc1ccc(-c2sc(C)nc2C)nn1,6%,nt,nt,16%,nt,0.3%,-3.1%,2.4,51,-8%
CCCCCCCn1c(=N)n(CC(=O)c2ccco2)c2ccccc21,-26%,-1.8%,i,17%,1,0.3%,-3.3%,0.2,57,7%
CCN(CC(=O)Nc1c(F)cccc1F)C(=O)c1ccc(N2CCCCC2)c([N+](=O)[O-])c1,-10%,nt,nt,26%,nt,0.0%,-2.5%,0.7,60,11%
Cc1cc2[nH]c(=O)c(=O)[nH]c2cc1S(=O)(=O)N1CCN(c2ccccc2)CC1,-33%,nt,nt,15%,nt,-0.3%,-2.3%,3.6,63,4%[20 µM]
CC(=O)Nc1ccc(C(=O)NNC(=O)c2cccc(C)c2)cc1,-16%,nt,nt,9%,nt,1.2%,-5.7%,-0.1,49,-18%[20 µM]
CCCCNC(=O)c1ccccc1NC(=O)c1ccccc1N(C)S(C)(=O)=O,-6%,-2.9%,i,4%,1.1,0.2%,0.6%,-0.6,70,-11%
C=CCN(CC=C)CCCOc1ccccc1C(=O)OC,-27%,-0.3%,i,8%,1,-0.1%,-4.6%,-0.9,83,-10%
O=C(CSc1ncnc2ccccc12)NCCc1ccccc1,-2%,-0.2%,i,14%,1.1,0.2%,1.0%,-0.9,58,5%
CCCCNc1c([N+](=O)[O-])c(=O)n(C)c2ccccc12,-22%,-0.7%,i,15%,1.1,0.0%,-5.7%,2.8,35,-9%[20 µM]
COc1cc(S(=O)(=O)Nc2ccc(C)cc2)ccc1N=Cc1c(C)c(C#N)c(=O)n(C)c1O,-29%,-0.1%,i,3%,1,-0.5%,55%,0.2,84,-239%
CCOC(=O)c1cccc(NC2c3ccccc3C(=O)N2Cc2ccco2)c1 (configuration not stated),20%,nt,i,22%,1.1,0.2%,-1.5%,1.8,62,27%
O=C(CSc1nnc(CNc2ccc(F)cc2)n1-c1ccccc1)N1CCOCC1,8%,6.3%,i,9%,1.1,0.5%,-0.4%,-1.3,33,9%
c1ccc(-n2nnc3cnccc32)cc1,26%,1.6%,i,9%,1.1,-0.1%,-3.0%,-4.0,100,3%
Cc1ccc(SCCC(=O)NCC2CCCO2)cc1 (configuration not stated),-22%,-1.5%,i,-3%,1.1,-0.2%,-5.4%,0.4,57,-17%
COc1ccc(OC)c(S(=O)(=O)NCCS(=O)(=O)N2CCN(c3ccccc3)CC2)c1,-5%,nt,nt,15%,nt,-0.1%,-6.9%,2.7,54,-21%
COc1ccc(/C=N/n2c(C)nc3ccccc3c2=O)cc1,-33%,nt,nt,-11%,nt,0.2%,-1.3%,-0.9,52,-25%
Cc1cc(C)nc(NC(=O)CSc2nn(C)c(=S)s2)n1,-9%,-3.7%,i,3%,1.1,1.6%,-3.4%,0.1,80,-12%
COc1ccc(N2CCN(C(=O)CCCC(=O)c3ccccc3)CC2)cc1,-12%,nt,nt,0%,nt,0.4%,-5.4%,0.4,54,-24%[20 µM]
Cn1c(=O)c2nc3ccccc3nc2n(C)c1=O,-21%,-0.2%,i,7%,1.1,-0.1%,2.8%,0.2,36,-20%[20 µM]
O=C(NCCCNC(=O)c1cccnc1)c1ccc(Cl)cc1,-26%,nt,nt,-6%,nt,-0.2%,1.0%,-1.6,48,-69%
Cc1ccc(Cl)cc1NC(=O)C1CCCN(S(C)(=O)=O)C1 (configuration not stated),-33%,nt,nt,2%,nt,0.2%,2.2%,-0.2,46,-4%
Cc1cc(=O)n2nc(N3CCCC(C(=O)NCc4ccco4)C3)sc2n1 (configuration not stated),-21%,-0.2%,i,-5%,1.1,0.0%,-3.9%,1.3,50,29%
COc1ccc(/C=N\NC(=O)c2cc3c(ccc4ccccc43)o2)cc1O,-19%,nt,nt,2%,nt,0.2%,3.0%,1.9,67,-51%
C/[N+]([O-])=C\C1C(=O)CCCC1=O,-25%,3.5%,i,15%,1.1,0.2%,-2.4%,0.4,77,7%[20 µM]
CCCCS(=O)CC(COCc1ccccc1)OC(=O)CSc1nc(C)cc(C)n1 (configuration not stated),1%,-0.5%,i,16%,1.1,-0.1%,-1.2%,-0.9,42,6%
O=C1CC[C@@H](C(=O)N2CSC[C@H]2C(=O)O)N1,-4%,-2.5%,i,8%,1.1,-0.5%,1.0%,-1.3,62,-21%
NCCCC[C@@H]1NC(=O)[C@H](CCC(=O)O)NC(=O)c2cc([N+](=O)[O-])cc(I)c2OCC[C@@H](C(N)=O)NC1=O,-12%,-5.0%,i,0%,1.1,-0.1%,-1.3%,7.2,76,22%
CO/N=C/c1ccc(Oc2ccc([N+](=O)[O-])cc2[N+](=O)[O-])c(OC)c1,60%,-0.8%,i,9%,1,0.6%,-0.2%,1.8,50,-37%
CCOC(=O)C1CCCN(Cc2cn[nH]c2-c2ccc(F)cc2F)C1 (configuration not stated),-32%,-1.0%,i,5%,0.6,-0.2%,-0.3%,3.4,61,-10%[20 µM]
CSc1ccc(C(=O)C2CCCN(C(=O)c3cccc(N4CCOCC4)c3)C2)cc1 (configuration not stated),-32%,0.7%,i,3%,1.1,0.3%,nt,-1.1,46,-25%[20 µM]
O=C(Oc1cc2oc(=O)c3c(c2cc1Cl)CCCC3)c1cccs1,-20%,0.5%,i,13%,1.1,-0.2%,0.6%,4.6,75,9%
CCN(CCCNC(=O)CNC(=O)c1nn(-c2ccc(OC)c(OC)c2)c(=O)c2ccccc12)c1ccccc1,-24%,nt,nt,4%,nt,-0.2%,-1.4%,0.7,38,-38%
CSc1nc(/C=C2\C=Nc3ccccc32)c(O)n1C,-6%,-2.5%,i,-3%,0.9,0.0%,1.8%,0.1,49,27%
Cc1nc(-c2ccccc2)sc1C(=O)O,-28%,-0.5%,i,-24%,1.1,0.0%,5.1%,1.2,32,-5%
COc1ccc(NC(=O)CN2CCN(c3c(C)cc(C)cc3C)CC2)cc1,-10%,nt,nt,6%,nt,-0.1%,2.7%,2.3,52,-9%[20 µM]
COCCNc1nnc(SCC(=O)NC(=O)c2ccccc2OC)s1,-5%,nt,nt,4%,nt,0.5%,7.9%,1.6,68,-6%
CSc1sc(C(=O)O)c2c1C(=O)CCC2,-18%,-3.5%,i,-13%,1.1,0.1%,-4.4%,-0.1,87,-2%
CCN(C(=O)c1ccccc1Cl)c1ccccc1,nt,nt,i,-5%,1.1,-0.1%,2.2%,1.0,53,-16%
O=C(NCCCn1ccnc1)c1ccc(F)cc1,-27%,nt,nt,1%,nt,-0.1%,-1.0%,2.1,49,-10%[20 µM]
CCCSc1nnc(CSc2nc3ccccc3s2)n1-c1ccccc1,14%,-0.5%,i,3%,1,-0.1%,2.6%,10,50,-11%
COC(=O)c1sccc1Oc1ccc(F)cc1[N+](=O)[O-],-6%,-1.5%,i,21%,1.1,0.2%,-4.0%,-1.7,43,10%
CC(C)OC(=O)c1cn(-c2ccccc2)nc1-c1ccco1,nt,nt,i,15%,1.1,0.6%,-3.9%,3.5,70,10%
CN(C)Cc1c(C(=O)N/N=C/c2ccccc2OCc2ccc(F)cc2)nnn1-c1nonc1N,-7%,nt,nt,-15%,nt,0.3%,2.4%,2.0,36,-71%
O=C(O)C1=C(C(=O)Nc2cccc(C(F)(F)F)c2)CCCC1,-21%,-2.1%,i,0%,1.1,0.0%,8.2%,2.9,57,14%
Cc1ccc(S(=O)(=O)/N=C(/c2ccccc2)N(C)C)c(C)c1,-10%,nt,nt,-5%,nt,0.2%,3.0%,-1.2,31,-23%
C=CCOc1ccc(CN(C)CC(O)COc2cccc3ccccc23)cc1 (configuration not stated),-26%,nt,nt,-7%,nt,0.2%,7.2%,4.7,50,-88%
CCCn1c(=O)c2sccc2n2c(CCCC(=O)NC3CCN(Cc4ccccc4)CC3)nnc12,17%,nt,nt,10%,nt,-0.1%,3.7%,0.6,66,7%
CCc1cccc(OCCn2nc(C(=O)O)c3ccccc3c2=O)c1,-11%,0.8%,i,9%,1,-0.5%,-6.5%,3.3,57,-22%
NC1=NC(=O)/C(=C/c2cn(CCC(=O)O)nc2-c2ccc(F)cc2)S1,-26%,-2.4%,i,2%,1.1,-0.4%,-2.6%,-1.9,61,8%
CCCCc1cc(=O)oc2cc(OC(C)C(=O)NCCN3CCOCC3)c(Cl)cc12 (configuration not stated),-11%,nt,nt,-2%,nt,0.2%,-3.4%,-0.9,64,-43%
CCOc1ccc(C2C(C#N)=C(N)N(c3sc4c(c3C#N)CCCC4)C3=C2C(=O)CCC3)cc1 (configuration not stated),2%,-2.1%,i,14%,1,-0.2%,-3.0%,1.1,110,-3%
COc1ccc(-n2c(SCC(=O)c3c(N)n(C)c(=O)n(C)c3=O)nc3ccccc32)cc1,-20%,-1.5%,i,-1%,1.2,-0.1%,0.5%,4.5,74,21%
CCOC(=O)NCc1ccc2[nH]c(C)cc2c1,-22%,nt,nt,3%,nt,0.0%,-4.6%,4.4,56,-29%[20 µM]
COc1ccc(CN2CCN(C(=O)CC(C)C)CC2)c2ccccc12,-32%,-5.7%,nt,-14%,1.1,-0.1%,7.2%,-2.2,78,-18%
CC(=O)COc1cccc2ccc(/C=C/c3ccc(Br)s3)nc12,21%,nt,nt,-39%,nt,-0.1%,nt,8.4,50,-42%[20 µM]
O=C(CN1CCCc2ccccc21)N/N=C/c1ccccc1O,-10%,-2.9%,i,29%,1.1,-0.4%,-1.2%,4.4,46,-17%
COc1ccc(OC)c(N=c2ssnc2Cl)c1,3%,3.8%,i,17%,1.1,-0.1%,-1.4%,-0.9,75,-1%
CCN(CC)S(=O)(=O)c1ccc2c(c1)nc(CCC(=O)OCC(=O)Nc1cc(OC)cc(OC)c1)n2C,-35%,-5.2%,i,8%,1.1,-0.4%,-2.0%,1.2,45,-26%
CCn1c(SCC(=O)Nc2ccc(Cl)cc2)nnc1C1CC1,-15%,-2.5%,nt,2%,1,-0.3%,0.5%,-2.8,52,-21%

# Screening data from PubChem.

# Not all compounds are listed, so the mix of outcomes need not match the whole.
